B2AR arrestin: recruits beta-arrestin to the human beta2-adrenergic receptor; beta-arrestin recruitment to beta2AR, cell-based reporter; Potency, µM (doses to about 46.1 µM), inactives show top-dose activation, most hits filed as activators; P07550; 330,000 tested, 0.02% active;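 also: potency is read from the fitted curve at half-maximal effect; 0% = DMSO controls and full agonism = EC100 isoproterenol or metaproterenol; nearly all actives have a fitted effect of over 65% in size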
Target sequence (P07550 whole entry, looked up): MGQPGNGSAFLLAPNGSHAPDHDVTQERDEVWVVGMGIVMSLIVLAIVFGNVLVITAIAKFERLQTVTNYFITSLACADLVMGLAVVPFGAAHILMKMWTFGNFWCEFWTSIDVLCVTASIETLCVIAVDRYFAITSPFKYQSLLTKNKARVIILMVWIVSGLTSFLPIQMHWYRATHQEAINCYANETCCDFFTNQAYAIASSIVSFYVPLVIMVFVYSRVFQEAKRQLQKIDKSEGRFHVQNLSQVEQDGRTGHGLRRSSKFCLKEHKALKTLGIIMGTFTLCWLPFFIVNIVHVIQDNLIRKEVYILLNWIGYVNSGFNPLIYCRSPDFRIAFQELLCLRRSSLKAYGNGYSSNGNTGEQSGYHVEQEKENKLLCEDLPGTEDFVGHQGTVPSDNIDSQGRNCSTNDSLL
uPA surface inh: inhibitors of cell surface uPA generation. cell surface uPA generation assay, qHTS. Potency, µM (titrated, usually from 38.3 µM), inactives show top-dose activity change, negative = inhibition, actives largely listed as inhibitors. 330,000 tested, 0.31% active; active = well fitted inhibition curve with a large enough effect; inconclusive = small, poorly fitted or top-dose-only effect; inactive = no such curve, though single readings can be large or run the other way; tested in mouse RAW 264.7 cells; also: potency is read from the fitted curve at half-maximal effect; % is scaled to controls: 0 for no effect and ±100 for the full control effect; nearly all actives have a fitted effect of over 55% in size
Tb PFK block: blocks T. brucei phosphofructokinase | T. brucei PFK, ADP-Glo luminescence | Potency, µM (series often up to 57.5 µM), for inactives: top-dose activity, negative = inhibition, usual class: inhibitors | 330,000 tested, 0.17% active | AID 485367;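 also: potency is read from the fitted curve at half-maximal effect; 0% = uninhibited 1x PFK enzyme wells and -100% = no-enzyme wells; nearly all actives have a fitted effect of over 60% in size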
Target sequence (O15648 whole entry, looked up): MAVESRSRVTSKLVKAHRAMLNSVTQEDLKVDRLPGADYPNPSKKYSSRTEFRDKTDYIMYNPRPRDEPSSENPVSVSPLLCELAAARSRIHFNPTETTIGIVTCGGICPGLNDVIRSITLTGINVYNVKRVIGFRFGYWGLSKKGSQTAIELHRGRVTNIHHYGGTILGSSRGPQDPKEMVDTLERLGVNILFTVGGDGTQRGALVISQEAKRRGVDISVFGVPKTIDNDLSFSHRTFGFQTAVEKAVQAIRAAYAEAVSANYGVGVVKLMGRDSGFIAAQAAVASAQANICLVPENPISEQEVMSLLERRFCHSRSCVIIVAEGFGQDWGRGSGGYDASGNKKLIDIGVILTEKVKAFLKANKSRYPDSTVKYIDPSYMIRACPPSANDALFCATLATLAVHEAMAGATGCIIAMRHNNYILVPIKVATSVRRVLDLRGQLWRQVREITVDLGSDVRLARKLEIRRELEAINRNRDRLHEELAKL
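Compounds were pin-transferred as a titration series up to 57 uM into substrate buffer (0.5 mM F6P, 0.1 mM ATP, pH 8.0), then 1.25 nM PFK was added and reactions ran 45 min before ADP-Glo detection.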
BCR signal inh: chronic active BCR signaling inhibition; ABC-DLBCL IkBa-CBG/CBR reporter, luminescence ratio, 4 h; Potency, µM (doses to about 46.1 µM), without a hit: at the highest dose ratio change, negative = lower green/red ratio, hits mostly inhibitors; 340,000 tested, 0.05% active; AID 493014; active = well fitted inhibition curve with a large enough effect in the signal ratio, with a control signal flat, not every such curve was filed as active; inconclusive = small, poorly fitted or top-dose-only effect, or effect the other way, or a change in a side signal; the % refers to the signal ratio;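 also: potency is read from the fitted curve at half-maximal effect; plate controls were basal doxycycline-induced cells for no effect and cells given 10 µM MG132 for full effect; MG132 reads +100%, hits lower the ratio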
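Compounds up to 46 uM were incubated four hours with TMD8 cells whose green CBG68 luciferase is fused to IkappaBalpha; red CBR luminescence normalised the signal, and concentration-effect curves were fitted to fusion, red and ratio data.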
Mito fusion yeast: blocks mitochondrial division or promotes mitochondrial fusion; S. cerevisiae fusion-defective mutant growth rescue, CellTiterGlo 48 h; Potency, µM (highest dose often 46.1 µM), without a hit: top-dose growth rescue (activation), actives largely listed as activators; 320,000 tested, 0.23% active; AID 485298;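 also: potency is read from the fitted curve at half-maximal effect; % of control where 0% means no effect; nearly all actives have a fitted effect of over 45% in size; temperature-sensitive fusion mutants such as fzo1-1 at 37 °C on non-fermentable ethanol glycerol medium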
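Yeast fusion mutant, YPEG (non-fermentable carbon), compound, 48 h at 37C non-permissive; CellTiterGlo added, 10 min RT, luminescence read. Rescued growth = division inhibition.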
TSG101-PTAP inh: blocks PTAP/TSG101 interaction to inhibit HIV-1 budding; Fluorescence polarization, FITC-PTAP peptide / Tsg101 binding; Q99816; 340,000 tested, under 10 active; AID 493005; Potency, µM (titrated, usually from 115 µM), inactives show at the top dose activity change, negative = inhibition, actives largely listed as inhibitors; active = well fitted inhibition curve with a large enough effect in the main read-out, with a control signal flat, not every such curve was filed as active; inconclusive = small, poorly fitted or top-dose-only effect, or effect the other way, or a change in a side signal; inactive = no such curve, though single readings can be large or run the other way; also: potency is read from the fitted curve at half-maximal effect; % of control where 0% means no effect
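Steps: Tsg101 binding domain dispensed (10 uM final), compounds pinned in DMSO, FITC-labeled PTAP-motif peptide added (50 nM final); after 20 min binding at room temperature, polarization measured.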
TCR act: T cell receptor activation | AID 504894 | 330,000 tested, under 10 active | Potency, µM (titrated, usually from 9.22 µM), for the others: at the top dose activation of IL-2 secretion, actives largely listed as activators | primary human leukocytes, anti-CD3, IL-2 HTRF, 48 h; also: % of control where 0% means no effect
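Primary human leukocytes were stimulated with a-CD3 beads plus compounds for 48 hr without co-stimulation; secreted IL-2 was quantified by HTRF using a-IL-2-K (europium cryptate) and a-IL-2-d2, excited at 320nm with acceptor emission read at 665nm.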
TSHR antagonist: antagonists of human thyroid stimulating hormone receptor; AID 504810; P16473; activity change, negative = inhibition, % at 11.5 µM; TSHR-expressing cells, TSH-stimulated cAMP HTRF, 2 h; hits give low values; 330,000 tested, 0.2% active;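 active = activity change below a set negative limit, meaning inhibition stronger than a set level, cut at about -70% in these data; inconclusive = activity change between two set negative limits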; also: % is scaled to controls: 0 for no effect and ±100 for the full control effect
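Freshly harvested TSHR cells receive pin-tooled compound, then EC80 TSH at 4nM final. After 2 hours at 37 deg C, antibody in lysis buffer and cAMP-d2 are added; 30 minutes at ambient temperature precede the HTRF read.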
ELG1 repair inh: blocks ELG1-dependent DNA repair in HEK293T cells | HEK293T ELG1-luciferase reporter, luminescence, 16 h; DNA damage induced by 5-fluorouridine | Potency, µM (top dose mostly 46.1 µM), for inactives: at the highest dose activity change, negative = inhibition, actives largely listed as inhibitors | 330,000 tested, 2.3% active | AID 504467; also: potency is read from the fitted curve at half-maximal effect; % is scaled to controls: 0 for no effect and ±100 for the full control effect; nearly all actives have a fitted effect of over 55% in size
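Step one: seed 2,000 cells per well. Step two: pin-transfer compound or DMSO alongside 5-fluorouridine. Step three: incubate 16 hr, 37 °C, 5% CO2. Step four: add ONE-Glo, wait 30 min, read luminescence.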
Eya2 phos inh: Eya2 (human) phosphatase inhibition. O00167. recombinant Eya2, OMFP fluorescence dephosphorylation (OMFP is methylfluorescein phosphate). Potency, µM (highest dose often 76.9 µM), for the others: at the highest dose activity, negative = inhibition, most hits filed as inhibitors. 330,000 tested, 0.006% active. AID 488837; also: potency is read from the fitted curve at half-maximal effect; % is scaled to controls: 0 for no effect and ±100 for the full control effect
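Eya2 protein (added as 0.2 uM solution) was preincubated with compound for 10 min at ambient temperature in 50 mM HEPES pH 7.5, 50 mM NaCl, 5 uM MgCl2, 0.05% BSA, 1 mM DTT. OMFP (added at 50 uM) then reacted 10 min; fluorescence read at 485/525 nm.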
USP2a block: USP2a (human) protease inhibition | 330,000 tested, 0.01% active | O75604 | Potency, µM (series often up to 38.3 µM), without a hit: at the highest dose activity change, negative = inhibition, usual class: inhibitors | USP2 core, Ub-CHOP2 coupled fluorogenic reporter, 485/531;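 also: potency is read from the fitted curve at half-maximal effect; plate controls were DMSO wells for no effect and full inhibition by NEM control for full effect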
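Deubiquitinase activity read as fluorescence (485/531 nm) after Ub-CHOP2 cleavage activates the enterokinase reporter on its substrate; USP2 core 10nM, Ub-CHOP2 and substrate 25nM each, 30min compound preincubation then 60min RT; data normalized to NEM, curves fitted.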
Numbers without * were called inactive; u = inconclusive; x = no result given; [ ] = another dose, or the depositor's remark. Unless noted, calls follow the shape of the dose curve; as a rule, active = well fitted curve in the direction sought with a large enough effect; inconclusive = small, poorly fitted or top-dose-only effect, or another doubt; inactive = no such curve, though single readings can be large; an effect the other way counts as inactive or inconclusive.

SMILES	B2AR arrestin	uPA surface inh	Tb PFK block	BCR signal inh	Mito fusion yeast	TSG101-PTAP inh	TCR act	TSHR antagonist	ELG1 repair inh	Eya2 phos inh	USP2a block
CCN1CCN(C(=O)C(C)Sc2nc3nc(C)cc(C)n3n2)CC1 (configuration not stated)	0.0%	-3%	u	4%	x	-1%	0%	27	8%	-32%	-2%
CCNC(=S)N=Nc1c(O)[nH]c2ccc([N+](=O)[O-])cc12	0.1%	0%	0%	4%	-2%	0%	-1%	-7	u	3%	1%
O=C(CC1S/C(=N/N=C2CCCCCC2)NC1=O)Nc1ccc(Br)cc1F (configuration not stated)	0.3%	3%	9%	-2%	-2%	-3%	1%	-44	-4%	7%	-11%
CSc1nc(C)c(CCO)c(=O)[nH]1	-0.3%	2%	0%	-2%	-1%	-9%	x	15	10%	5%	4%
COCCNc1nnc(SCC(=O)Nc2sc3c(c2C(=O)c2ccccc2)CCCC3)s1	-0.7%	-11%	-2%	-1%	17%	-3%	-1%[46.1 µM]	-1	u	-8%	-9%
O=S(=O)(c1ccc(Cl)cc1)N1CCN(S(=O)(=O)N2CCCCCC2)CC1	-0.7%	3%	-9%	-16%	11%	-5%	1%	7	8%	7%	-1%
Cc1cnc(NC(=O)CSc2ccccc2)s1	0.3%	x	2%	u	-4%	-6%	1%	-1	u	7%	4%
COC(=O)c1ccc(C(=O)OC)c(NC(=S)N2CCOCC2)c1	0.5%	-1%	-1%	7%	-2%	-1%	9%	-6	2%	0%	2%
Cc1ccccc1C1C(C#N)=C2N=C(N)c3c(sc4c3CCCCC4)N2C2=C1C(=O)CCC2 (configuration not stated)	0.5%	-8%	5%	13%	1%	-12%	x	-14	u	1%	-4%
CCC(=O)Nc1nnc(CCc2ccccc2)s1	-0.6%	-4%	9%	u	1%	-1%	-4%[46.1 µM]	11	u	3%	3%
O=S(=O)(c1ccc(NC(=S)N/N=C/c2ccc(O)c(O)c2)cc1)N1CCOCC1	0.2%	-7%	-11%	-1%	3%	-6%	-6%	-7	-11%	3%	1%
O=C(NCc1ccco1)C1(c2ccc(Cl)cc2)CCCC1	0.2%	x	-5%	-7%	10%	-9%	-7%	-3	-26%	-16%	0%
Cc1cc(N2C(=O)C(=O)/C(=C(/O)c3ccc(F)cc3)C2c2ccc(Cl)cc2)no1 (configuration not stated)	0.0%	0%	0%	11%	-6%	-9%	3%	7	u	11%	5%
Cc1ccc2nc(SCC(=O)N3CCN(c4ccccc4)CC3)[nH]c2c1	-0.8%	0%	-13%	3%	8%	0%	2%	4	-10%	-10%	-1%
Cc1ccc(C(=O)NCc2nnc3c(C(F)(F)F)cc(Cl)cn23)o1	0.5%	4%	1%	-6%	-8%	-6%	-2%	7	0%	18%	3%
COc1ccc(-n2c(SCC(=O)Nc3ccc(Br)cc3)nc(O)cc2=O)cc1	0.4%	-4%	2%	u	-3%	-1%	-2%	-16	4%	-3%	-2%
Cc1ccc(S(=O)(=O)CCC(=O)OCC(=O)N2c3ccccc3NC(=O)C2(C)C)cc1	-2.4%	-1%	-10%	-16%	-1%	0%	0%	-7	-10%	6%	2%
S=C1NCCOCCOCCOCCOCCNC(=S)NCCOCCOCCOCCOCCN1	0.0%	1%	4%	2%	-3%	-4%	18%[46.1 µM]	13	8%	-5%	-4%
COc1ccc(Cn2c(C)nc3c(c(=O)c4ccccc4n3C)c2=O)cc1	-1.0%	-4%	3%	3%	4%	0%	-6%	14	6%	1%	2%
COc1ccccc1NC(=S)N(CCCN(C)C)Cc1cc2cc3c(cc2[nH]c1=O)OCO3	7.2%	3%	-27%	u	8%	-3%	-8%	-5	8%	-16%	0%
Cc1ccc(NC(=O)CCC(=O)N2CCN(S(=O)(=O)c3ccc(C)cc3)CC2)cc1	-0.1%	8%	0%	0%	-1%	-5%	-2%	8	2%	11%	-1%
Cc1ccc(C)c(OCCC(=O)OCC(=O)NCCc2ccc(S(N)(=O)=O)cc2)c1	-0.4%	2%	-5%	0%	2%	-2%	-1%	-10	-3%	25%	0%
Cc1cccc(NC(=O)CN2C(=O)NC3(CCCC3)C2=O)n1	-0.3%	2%	4%	1%	-2%	-1%	2%	-3	22%	-15%	0%
Cc1cc(N2CCN(Cc3cn(C)nc3-c3ccccc3F)CC2)cc(C)n1	-0.3%	-5%	-3%	u	1%	-1%	5%	10	7%	9%	0%
CCCN1CCN(C(=O)c2ccc(F)c(S(=O)(=O)N3CCOCC3)c2)CC1	-0.1%	0%	-1%	0%	-2%	-6%	9%	5	17%	-9%	1%
SMILES	B2AR arrestin	uPA surface inh	Tb PFK block	BCR signal inh	Mito fusion yeast	TSG101-PTAP inh	TCR act	TSHR antagonist	ELG1 repair inh	Eya2 phos inh	USP2a block
CCCc1nnc(NC(=O)CCC(=O)N2CCN(c3ccccn3)CC2)s1	-0.5%	x	0%	u	-1%	-5%	-3%	15	10%	13%	2%
COc1ccc(S(=O)(=O)N2CCN(C)CC2)cc1	10%	10%	2%	1%	-4%	-1%	3%	-17	7%	5%	-1%
COc1ccc(OC)c(S(=O)(=O)Nc2ccc(OCC(=O)O)cc2)c1	0.5%	0%	3%	-13%	-1%	-3%	1%	10	-5%	-44%	-1%
NC(=O)C1CCCN(S(=O)(=O)c2ccc3ccccc3c2)C1 (configuration not stated)	0.1%	-2%	-18%	-1%	-1%	-1%	-2%	-2	0%	17%	0%
CCOC1(/N=C(\C)NS(=O)(=O)c2ccc(Cl)cc2)C(C)=CC(=O)C=C1C	0.5%	2%	0%	-5%	5%	3%	1%	-8	-7%	-5%	0%
Cc1cc(N2C(=O)CC(Cc3ccc(Cl)cc3)C2=O)no1 (configuration not stated)	0.2%	0%	-1%	-4%	-3%	-2%	-2%	10	16%	1%	-1%
Fc1ccccc1CSc1nc2ncccc2[nH]1	-0.1%	-1%	u	u	-2%	-2%	3%	8	u	-1%	0%
Cc1ccc(-c2cc(C(=O)NCc3ccccn3)no2)cc1	-0.4%	-16%	-5%	9%	4%	-5%	1%	3	u	4%	1%
COc1ccc(S(=O)(=O)N2CCCCC2)cc1NC(=O)C1CC(=O)N(Cc2ccco2)C1 (configuration not stated)	-0.7%	3%	-23%	0%	x	0%	-3%	-8	-3%	3%	1%
Cc1cccc2nc(-c3ccccc3)nc(N[C@@H](CO)c3ccccc3)c12	-0.4%	-5%	-5%	u	u	-2%	-4%[46.1 µM]	38	9.2µM*	-4%	-8%
Cn1nc(-c2ccc(Cl)cc2)c2cc(C(=O)N3CCN(c4ccccn4)CC3)sc21	0.1%	3%	0%	1%	-1%	-2%	2%	18	u	-3%	u
CCC(CCC(=O)Nc1nncs1)C(=O)O (configuration not stated)	-0.5%	x	5%	u	-1%	x	x	-1	1%	-6%	4%
CCN(CC)C(=O)c1ccc2c(c1)N(Cc1ccccc1)C(=O)CS2=O (configuration not stated)	-1.4%	3%	-5%	7%	-2%	-4%	7%	0	0%	3%	2%
O=C1CSC(c2ccccc2[N+](=O)[O-])N1c1ccccc1 (configuration not stated)	0.1%	1%	0%	1%	-19%	5%	-3%	1	12%	3%	1%
Cc1ccc(S(=O)(=O)c2c(C(=O)c3ccccc3)cnc3cc4c(cc23)OCCO4)cc1	0.0%	-7%	-3%	u	4%	-2%	-7%[46.1 µM]	-83*	u	-16%	-10%
CCCCCn1c(=S)[nH]c2cc(C(=O)N3CCCC3)ccc2c1=O	-0.1%	1%	0%	0%	5%	0%	x	0	u	6%	0%
O=Cc1cc([N+](=O)[O-])ccc1N1CCN(Cc2ccc3c(c2)OCO3)CC1	-0.6%	-6%	2%	-4%	-2%	0%	-4%	0	-26%	3%	-1%
CCOC(=O)Cc1csc(NC(=S)NC(=O)c2ccccc2)n1	-0.7%	-5%	0%	u	3%	-10%	-8%[46.1 µM]	8	10%	4%	1%
C/C(=N/Oc1nc(C)cc(C)n1)c1ccc(Cl)cc1Cl	0.6%	5%	-1%	-17%	0%	-2%	2%	3	-6%	2%	3%
COc1ccc(/C=C/C(=O)c2cc3c(cc2N)OCO3)cc1	-0.1%	-8%	u	u	6%	1%	-8%	-7	u	-11%	-10%
CCCc1nc(SCc2ccccn2)c2c(=O)n(C)c(=O)n(C)c2n1	2.6%	1%	3%	6%	28%	-6%	1%	-23	u	-4%	-2%

Screening data deposited in PubChem by National Center for Advancing Translational Sciences (NCATS).
